# HTR1E antagonist = 5-HT1E receptor antagonists, primary screen, cell-based, HTS. CHO 5-HT1E Ga15 NFAT-bla reporter, FRET, antagonist. 65,000 tested, 0.99% active. inhibition, % at 6 µM;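 active = inhibition above a set limit, the mean inhibition across every tested compound plus 3 SD, cut at about 29% in these data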;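 note: signal is the 460 over 535 nm emission ratio of beta-lactamase substrate; 0% = agonist plus DMSO wells and 100% = wells without agonist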
# HER2 expr 66K = inhibitors of Her2 protein expression, primary screen, SKBR-3 cells, AlphaScreen, 66K library | HER2 level % of control, % at 10 µM | SKBR-3 HER2 protein level, 18-24 h; stronger effect = lower value | AID 645, 2007 | Receptor tyrosine-protein kinase erbB-2 (Homo sapiens), P04626 | 65,000 tested, 0.69% active;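 active = HER2 level under 5% of the carrier-only control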;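 note: 100% = DMSO carrier and 0% = 500 nM PU-H71 HSP90 inhibitor; lower value means stronger loss of Her2 protein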
# Target sequence (P04626 whole entry, looked up): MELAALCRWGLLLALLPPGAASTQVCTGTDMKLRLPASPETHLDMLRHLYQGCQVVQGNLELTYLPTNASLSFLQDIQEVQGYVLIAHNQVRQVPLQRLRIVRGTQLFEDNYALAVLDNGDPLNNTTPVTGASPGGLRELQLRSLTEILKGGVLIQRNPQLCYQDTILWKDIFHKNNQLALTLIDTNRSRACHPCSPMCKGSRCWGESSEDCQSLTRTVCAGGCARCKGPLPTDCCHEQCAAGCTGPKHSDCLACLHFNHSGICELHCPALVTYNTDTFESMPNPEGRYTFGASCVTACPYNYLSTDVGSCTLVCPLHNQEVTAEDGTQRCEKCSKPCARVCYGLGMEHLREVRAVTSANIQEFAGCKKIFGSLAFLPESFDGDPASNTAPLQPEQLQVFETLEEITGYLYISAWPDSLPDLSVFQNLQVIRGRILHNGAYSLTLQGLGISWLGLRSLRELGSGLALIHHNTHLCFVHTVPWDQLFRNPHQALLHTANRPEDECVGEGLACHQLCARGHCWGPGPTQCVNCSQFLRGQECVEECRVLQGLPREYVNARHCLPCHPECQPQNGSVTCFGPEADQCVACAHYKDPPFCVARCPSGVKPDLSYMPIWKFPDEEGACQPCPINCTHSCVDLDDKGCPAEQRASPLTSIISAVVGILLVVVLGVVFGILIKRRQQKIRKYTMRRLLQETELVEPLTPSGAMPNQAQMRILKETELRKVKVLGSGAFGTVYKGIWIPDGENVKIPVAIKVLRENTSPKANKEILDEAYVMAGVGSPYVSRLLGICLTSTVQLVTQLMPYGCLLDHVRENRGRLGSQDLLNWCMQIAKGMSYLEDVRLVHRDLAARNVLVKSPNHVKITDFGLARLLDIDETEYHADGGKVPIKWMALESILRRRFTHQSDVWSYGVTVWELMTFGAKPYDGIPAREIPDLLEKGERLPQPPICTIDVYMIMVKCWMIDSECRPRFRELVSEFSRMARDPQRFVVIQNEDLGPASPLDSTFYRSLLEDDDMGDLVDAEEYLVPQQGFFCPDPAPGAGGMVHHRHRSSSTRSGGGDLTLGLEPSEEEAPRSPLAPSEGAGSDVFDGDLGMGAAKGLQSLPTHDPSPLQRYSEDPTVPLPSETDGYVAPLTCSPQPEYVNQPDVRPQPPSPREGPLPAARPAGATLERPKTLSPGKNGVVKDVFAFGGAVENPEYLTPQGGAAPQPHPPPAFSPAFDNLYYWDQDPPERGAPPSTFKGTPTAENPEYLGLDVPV
# S1P3 agonist = human S1P3 receptor agonists, primary screen, cell-based, primary and confirmation, NFAT-BLA reporter; S1P3 NFAT-BLA reporter cells, agonism, FRET ratio; relative to 1 µM S1P, basal subtracted; activation, % at 4.5 µM; 60,000 tested, 0.1% active;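 active = activation above the screen-wide mean plus 3 SD, cut at about 4.5% in these data, passing the limit was not always enough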; note: some compounds called inactive have numbers as strong as hits
#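 Benchmarks: high control 1 µM S1P / System: stable CHO line with human S1P3, Gα16, NFAT-BLA reporter / Dosing: single compound concentration, 4.5 µM final / Timing: 4 h compound at 37 °C, 2 h substrate at RT / Measured by: FRET β-lactamase substrate fluorescence, excitation 405 nm, 460/535 nm emission ratio, background-subtracted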
# HTR1E agonist = 5-HT1E receptor agonists, primary screen, cell-based, HTS | activation, % at 6 µM | 5-hydroxytryptamine receptor 1E (Homo sapiens), P28566 | CHO 5-HT1E Ga15 NFAT-bla reporter, FRET; 0% DMSO wells, 100% control agonist wells | AID 574, 2007 | 65,000 tested, 0.69% active;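 active = activation above a set limit, the screen-wide mean activation plus 3 SD, cut at about 8.5% in these data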;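 note: 100% = positive control agonist at 1 µM giving full maximal response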
# S1P1 ag-PAM = S1P1 agonists and agonism potentiators, primary screen, cell-based, primary and confirmation screens, CRE-bla reporter | AID 449, 2006 | Sphingosine 1-phosphate receptor 1 (Homo sapiens), P21453 | activation, % at 9.5 µM | S1P1 CRE-bla cells, forskolin, beta-lactamase FRET, potentiator mode; S1P1 agonist co-added at EC20, 2 nM; 100% = saturating reference agonist, 0% = basal | 56,000 tested, 0.57% active;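 active = activation above a cutoff set at the mean activation of all tested compounds plus 3 SD, cut at about 54% in these data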;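 note: forskolin at 4 µM as EC80 and the EC20 agonist is SEW2871; 100% = SEW2871 at its EC100 plus forskolin at EC80; some compounds past the cut are filed as inactive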
# Abs 340nm = compound light absorbance at 340 nm, profiling panel, artefact control, biochemical, MLSMR library, data from PS, PMK, MK assays; fold change at 10 µM; 65,000 tested, under 10 active; compound absorbance at 340 nm, fold over control;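 active = at 10 µM dose, initial 340 nm absorbance at least 2 fold that of control wells; inactive = change under 2 fold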;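 note: initial absorbance extrapolated from kinetic A340 decline of NADH oxidation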
# MMP-13 inhibitor = human MMP13 inhibitors, primary screen, biochemical, FRET peptide cleavage. inhibition, % at 4 µM. 65,000 tested, 0.07% active. MMP-13 fTHP FRET cleavage, Mca fluorescence. AID 570, 2006;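 active = inhibition above the mean of compound-free control plate wells plus 3 SD, cut at about 14% in these data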;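 note: 0% = DMSO wells and 100% = wells with reference MMP-13 inhibitor after basal subtraction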
# Autofluor 339 = intrinsic fluorescence of library compounds, ex339/em460 – biochemical, MLSMR library, data from DPM-DC assay, artefact control, profiling panel | compound autofluorescence, ex339/em460 nm, NADH buffer; stronger effect = higher value; 1 = no-compound wells, NADH background | fluorescence fold increase at 10 µM | 65,000 tested, 5.5% active | AID 709, 2007;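 active = at 10 µM, mean starting fluorescence two-fold or more over control wells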;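 note: signal is the first read of a kinetic run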
# 5-HT1A blocker = human 5-HT1a receptor antagonists, primary screen, cell-based, CHO, Ga15 NFAT-bla reporter. 5-hydroxytryptamine receptor 1A (Homo sapiens), P08908. CHO 5-HT1a Ga15 NFAT-bla reporter, antagonist mode. 62,000 tested, 0.68% active. AID 612, 2007. inhibition, % at 10 µM;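 active = inhibition above the mean of all tested compounds plus 3 SD, cut at about 43% in these data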;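 note: receptor stimulated by 5-CT agonist at 100 nM near EC80; beta-lactamase reporter measured by ratiometric fluorescence of a cleavable substrate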
# Starred values were filed as active, the others as inactive; / = not tested or not shown; & = joins results of further samples; [ ] = remark or other dose. Only part of the results is shown; count on the stated rates, not on these rows.
SMILES,HTR1E antagonist,HER2 expr 66K,S1P3 agonist,HTR1E agonist,S1P1 ag-PAM,Abs 340nm,MMP-13 inhibitor,Autofluor 339,5-HT1A blocker
N[C@@H](Cc1c[nH]c2ccccc12)c1nnc(SCc2ccc(Cl)cc2)o1,8,42,-0.5,-0.1,6,1,-1,1.1,0
Cc1ccccc1C1=NCC(=O)N(CC(=O)NCc2ccco2)c2sc3c(c21)CCCC3,-6,84,1.1,1.3,6,1,-2,1.1,10
O=c1[nH]c(=O)n(CCc2ccccc2)c(O)c1C=NCCN1CCNCC1,-8,72,-3.5,-0.7,11,0.98,6,1.1,/
COc1ccc(C2SCC(=O)Nc3c2c(=O)[nH]n3C2CCCCC2)cc1 (centres undefined),4,110,-2.8,0.7,-10,1,7,1.1,/
C[C@]12CCC(=O)C=C1CCC1C2CC[C@@]2(C)C1CC[C@@]2(O)CC#N (some centres undefined),16,91,-0.5,-1.0,34,1,-6,1,3
CCCCc1nc(N2CCNCC2)c(C#N)c2c1CSC(C)(C)C2,9,89,-2.6,10*,-20,1.1,-5,1.2,/
CC(C)[C@@]1(NC(=O)[C@@H]2C=C3c4cccc5[nH]cc(c45)C[C@H]3N(C)C2)O[C@@]2(O)[C@@H]3CCCN3C(=O)[C@H](Cc3ccccc3)N2C1=O,7,90,-1.5,9.1*,7,0.99,-39,1.9,/
CCCCn1c(O)c(C(C)=Nc2ccc(C(=O)O)cc2)c(=O)[nH]c1=O,-13,94,0.0,0.5,2,1.1,-2,1,-12
CCC(=NCC1CCCO1)c1c(O)[nH]c(=O)[nH]c1=O (centres undefined),-2,96,-1.2,-0.4,-5,0.98,5,1.1,3
CCOC(=O)C1=C(C)OC(N)=C(C(=O)OCC)[C@@]12C(=O)N(CC(N)=O)c1ccccc12,-2,69,-1.9,-0.2,8,0.99,-1,1.1,/
O=P(O)(O)Cc1ccccc1OP(=O)(c1ccccc1)c1ccccc1,-3,70,0.7,0.2,-12,1.1,-5,1.1,2
Clc1ccc2c(N3CCNCC3)ccnc2c1,9,129,0.2,12*,6,1.1,2,1.1,11
CCCNS(=O)(=O)c1ccc(OCC(=O)N2CCN(Cc3ccccc3)CC2)cc1,12,108,-0.3,-0.9,9,0.98,4,1,5
CN1CCN(C(=O)COc2ccc(C(C)(C)C)cc2Br)CC1,6,105,-1.2,1.1,3,1,-1,1.1,-6
Cc1nn(-c2ccccc2)c2c1CC1(C(=O)N(C)C(=O)N(C)C1=O)C1CCCCN21 (centres undefined),0,96,1.0,-0.5,8,0.99,-1,1,12
Cc1cccc(N2CCc3c2nc2ccccc2c3N)c1,-1&22,88&76,-2.1&-0.7,-0.2&-0.7,1&-2,1.1&1,-36&-106,3.8*,16&37
O=S1(=O)CC2(N3CCOCC3)CCCCC21 (centres undefined),-4,83,-0.7,-0.1,-26,1.1,-2,1.1,6
CCOC(=O)C1SC2(C(F)(F)C(F)F)CC1(O)c1c(c(OC)c3occc3c1OC)O2 (centres undefined),-4,121,-1.4,-0.5,-8,1,1,0.93,12
CN(C)CCc1nn[nH]n1,-21,101,-2.5,0.5,1,1,4,1.1,/
O=c1[nH]c2c(c(=O)n1C1CCCCC1)CCC2,-2,68,-0.6,1.2,-11,1,0,1.1,-3
CCOC(=O)C1C(=O)N(C)C2(C)CC1c1cc(OC)ccc1O2 (centres undefined),1,82,0.1,-0.8,-8,0.99,2,1,9
C/C(Cl)=C/CC1(CN2CCCC2=O)C(=O)NC(=O)NC1=O,-11,84,-4.2,-0.9,-12,1,13,1,/
CN1C(=O)N(C)C(=O)C2(Sc3ccccc3C2=O)C1=O,-1,103,0.0,0.1,3,1,-5,5*,1
CC(C)N(CCC(C(N)=O)(c1ccccc1)c1ccccn1)C(C)C (centres undefined),-14,87,-0.6,-0.2,-1,0.99,-11,0.97,/
O=c1c2ccccc2[nH]c(=S)n1-c1ccc2c(c1)OCO2,4,63,-0.3,0.6,6,1.1,4,1,-5
CCCC[n+]1cc(/N=C(\[O-])OC)on1,12,133,-0.9,-1.3,6,1.1,-1,1.1,4
O=c1[nH]c(N2CCN(Cc3ccc4c(c3)OCO4)CC2)nc2c1CCC2,-1,84,-0.8,-0.3,-13,1,2,1.1,0
COc1ccc(CN2CCCCC2c2cccnc2)cc1C (centres undefined),9,117,-0.1,0.8,10,1,-5,1.1,3
CCCc1nc2ccccc2c(=O)n1-c1ccccc1OC,4,174,-3.2,-0.9,12,1,-2,1.1,/
CCCCn1c(O)c(C(CC)=NCCN2CCCCC2)c(=O)[nH]c1=O,-4,100,-0.2,0.5,-11,1,1,1.2,-14

# Fetched one by one from above:
SMILES,HTR1E antagonist,HER2 expr 66K,S1P3 agonist,HTR1E agonist,S1P1 ag-PAM,Abs 340nm,MMP-13 inhibitor,Autofluor 339,5-HT1A blocker
CCCC[n+]1cc(/N=C(\[O-])OC)on1,12,133,-0.9,-1.3,6,1.1,-1,1.1,4
CCOC(=O)C1C(=O)N(C)C2(C)CC1c1cc(OC)ccc1O2 (centres undefined),1,82,0.1,-0.8,-8,0.99,2,1,9

# A different layout for 2 compounds above:
compound	HTR1E antagonist	HER2 expr 66K	S1P3 agonist	HTR1E agonist	S1P1 ag-PAM	Abs 340nm	MMP-13 inhibitor	Autofluor 339	5-HT1A blocker
C/C(Cl)=C/CC1(CN2CCCC2=O)C(=O)NC(=O)NC1=O	-11	84	-4.2	-0.9	-12	1	13	1	/
CN1C(=O)N(C)C(=O)C2(Sc3ccccc3C2=O)C1=O	-1	103	0.0	0.1	3	1	-5	5*	1

# (continued)
SMILES,HTR1E antagonist,HER2 expr 66K,S1P3 agonist,HTR1E agonist,S1P1 ag-PAM,Abs 340nm,MMP-13 inhibitor,Autofluor 339,5-HT1A blocker
COc1cc2c3c(c1OC)-c1cc(O)ccc1CC3NCC2 (centres undefined),-1,103,-0.9,1.7,-4,1,-34,1.4,4
O=C(COc1ccccc1)N1CCN(CC(O)COc2ccccc2)CC1 (centres undefined),1,123,0.1,-0.3,5,1,-1,0.94,10
CN1CCN(Cc2nc3ccccc3n2C)CC1,-5,83,0.2,1.1,-13,1,-5,1.1,3
COc1ccc(OC)c(N2C(=O)NC(=O)C(CCc3ccncc3)(CCc3ccncc3)C2=O)c1,-7,126,-0.4,0.0,3,0.99,0,0.99,-1
COc1ccc(S(=O)(=O)NCc2ccc(C(=O)N3CCC4(CC3)OCCO4)cc2)cc1,13,91,/,-1.6,/,1.1,1,1.2,-5
CN1CC=C(c2c[nH]c3ccccc23)CC1,-7,88,-1.7,106*,9,1,-6,1.1,-2
CCS(=O)(=O)N1CCCC(C(=O)N2CCC3(CC2)OCCO3)C1 (centres undefined),0,117,-0.3,0.4,-22,1,-5,1.1,-1
COC(=O)C1=C(N)Oc2c(c(=O)oc3ccccc23)[C@]12C(=O)N(C)c1ccccc12,14,79,-1.7,-0.3,-16,1,-3,1.1,10
C#CCN(C)C(C)Cc1ccccc1 (centres undefined),6,127,-1.0,0.1,-25,0.97,-3,1,/
CC(=NC1CCN(Cc2ccccc2)CC1)c1c(O)n(C)c(=O)n(C)c1=O,-11,105,-0.9,0.0,-8,1.1,5,1.1,2
COc1ccccc1-n1c(O)c(C=Nc2c(C)n(C)n(-c3ccccc3)c2=O)c(=O)[nH]c1=O,1,109,-1.3,-0.1,9,1.1,0,1,-11
CCCc1nc2ccccc2c(=O)n1-c1cccc(OC)c1,11,76,-1.5,0.8,/,0.99,5,1.1,12
CCC(C(=O)N1CCC2(CC1)OCCO2)c1ccccc1 (centres undefined),4,106,-0.5,-0.4,-22,0.98,0,1,8
CC(=O)N1CN2CN(C(C)=O)CC(C(=O)c3ccc(Br)cc3)(C2)C1,-11,119,0.7,1.3,-4,1,6,1.1,-9
O=C(Nc1ccccc1OC(=O)N1CCOCC1)N1CCOCC1,8,90,-1.1,-0.1,4,1,3,1.2,2
CCOC(=O)c1c(C)n(Cc2ccco2)c2ccc(OC)cc12,-2,80,-1.9,-0.1,-14,1.1,-1,1.1,-17
CCCC1=C(C(=O)OCC)C2(C(=O)Nc3ccccc32)C(C#N)=C(N)O1 (centres undefined),-16,105,-0.7,0.7,2,0.99,-6,1.1,-12
COc1ccc(CCn2c(O)c(C=NCCCO)c(=O)[nH]c2=O)cc1OC,3,92,0.0,0.7,-12,0.99,0,1.1,-4
CCOC(=O)C1C(=O)N(C)C2(C)CC1c1ccccc1O2 (centres undefined),8,153,-1.1,0.2,-9,0.97,-9,1.2,6
CNCCc1nc(N)n[nH]1,-2,64,-2.7,-0.1,-8,1,-4,1.1,/
COc1ccc(OC)c(C2=NOC(C(=O)N3CCC4(CC3)OCCO4)C2)c1 (centres undefined),0,131,1.2,0.3,4,1,-5,1.4,3
Cc1ccc(O)c(CN2CCN(c3ccccc3)CC2)c1,-6,150,-0.6,-0.3,-11,0.97,9,1,4
CC(c1ccc(F)cc1)n1cc(C(=O)NCc2ccc3c(c2)OCO3)nn1 (centres undefined),9,86,/,-0.9,/,1.1,0,1.1,8
CCCCNC(=O)Nc1ccc(C(O)(C(=O)OC)C(F)(F)F)cc1 (centres undefined),2,64,-2.7,-0.4,15,1,-1,1.1,/
CC(N=Cc1c(O)[nH]c(=O)[nH]c1=O)c1ccccc1 (centres undefined),-1,102,-0.3,0.0,-8,1,2,1.1,-13
CN(C)c1ccc2c(c1)N=C(c1ccco1)OP2(=S)N1CCOCC1 (centres undefined),-4,84,-0.5,-0.6,5,1.1,4,1,4
CN1C[C@H](CNC(=O)OCc2ccccc2)C[C@@H]2c3cccc4c3c(cn4C)C[C@H]21,9,84,50,22*,-8,0.98,-15,1.1,/
O=c1c2ccccc2nc(-c2ccco2)n1-c1nccs1,-7,96,-1.0,0.9,/,1.1,3,1.1,-11
COc1cc(C)c(CN2CCN(c3ccccc3)CC2)cc1C,23,117,-1.8,1.8,-9,1.1,-6,1.1,16
O=C(NCc1ccccn1)c1ccccc1Cl,-3,105,0.3,0.2,-1,0.99,-3,1.1,-3
CC(=O)C1=C(C)OC(N)=C(C(=O)OC(C)C)C12C(=O)Nc1ccccc12 (centres undefined),-3,89,-0.3,-0.4,/,1,2,1.1,4
O=C(c1cc2c(s1)-c1ccccc1OC2)N1CCC2(CC1)OCCO2,10,113,-0.5,1.2,-38,1.1,-251[fluorescence artefact?],5.1*,18
COc1ccc2c(c1)CC1(CN2C)C(=O)NC(=O)N(c2ccc(F)cc2)C1=O (centres undefined),6,78,0.1,0.0,0,1,-6,1,-19
